# Screens (PubChem BioAssay)
# FEN1 inh – inhibitors of human flap endonuclease 1; Recombinant FEN1 flap cleavage, fluorescence, 15 min; Potency, µM (doses to about 114 µM), for inactives: top-dose activity change, negative = inhibition, usual class: inhibitors; 390,000 tested, 0.35% active; AID 588795; further: nearly all actives have a fitted effect of over 65% in size
#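 Compounds are tested as a concentration series against 10 nM FEN1; after a 15 min room-temperature preincubation, 50 nM substrate starts cleavage, with plate reads at 0 and 15 min. Normalized responses are fitted by a Hill equation.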
# GCN5L2 inh – inhibitors of human GCN5L2 histone acetyltransferase; Potency, µM (titrated, usually from 58.9 µM), for the others: at the highest dose activity change, negative = inhibition, hits mostly inhibitors; GCN5L2 HAT assay, ThioGlo1 CoA-SH fluorescence; AID 504327; 390,000 tested, 0.21% active
# Target sequence (Q92830 whole entry, looked up): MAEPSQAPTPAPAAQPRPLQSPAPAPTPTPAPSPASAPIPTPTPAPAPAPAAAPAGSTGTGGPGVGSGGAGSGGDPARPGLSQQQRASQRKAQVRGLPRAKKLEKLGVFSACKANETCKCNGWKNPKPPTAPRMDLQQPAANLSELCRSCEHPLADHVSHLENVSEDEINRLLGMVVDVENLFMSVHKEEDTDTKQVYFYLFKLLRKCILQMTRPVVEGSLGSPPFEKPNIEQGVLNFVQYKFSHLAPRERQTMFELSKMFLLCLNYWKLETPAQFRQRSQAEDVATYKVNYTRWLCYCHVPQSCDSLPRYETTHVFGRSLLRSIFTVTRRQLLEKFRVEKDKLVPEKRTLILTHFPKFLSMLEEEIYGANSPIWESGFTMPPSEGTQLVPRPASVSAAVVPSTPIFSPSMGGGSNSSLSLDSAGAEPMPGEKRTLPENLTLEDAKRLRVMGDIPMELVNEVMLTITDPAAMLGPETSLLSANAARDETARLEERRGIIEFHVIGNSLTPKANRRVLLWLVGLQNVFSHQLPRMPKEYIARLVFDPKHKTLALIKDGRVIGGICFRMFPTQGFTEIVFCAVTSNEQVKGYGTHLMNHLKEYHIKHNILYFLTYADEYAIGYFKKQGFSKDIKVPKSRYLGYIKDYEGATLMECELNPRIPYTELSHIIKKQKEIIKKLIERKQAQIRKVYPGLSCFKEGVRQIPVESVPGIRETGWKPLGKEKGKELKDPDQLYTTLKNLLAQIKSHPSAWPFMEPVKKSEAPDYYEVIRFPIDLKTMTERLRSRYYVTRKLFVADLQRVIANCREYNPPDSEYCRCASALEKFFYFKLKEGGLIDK
#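 GCN5L2 (20nM final) in 50mM HEPES, 0.1mM EDTA pH 7.5, 0.01% Tween-20 was preincubated 15 min at room temperature with compound, then given ThioGlo1 (50uM), H3(1-25) peptide (75uM) and acetyl-CoA (70uM); CoA-thiol fluorescence (Ex340/Em540) was read at 0 and 20 min.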
# DT40 TDP1 CPT – growth inhibition of DT40 Tdp1-/-;hTDP1 cells with camptothecin (screen for TDP1 inhibitors); chicken DT40 Tdp1-/-;hTDP1 cells + 20 nM CPT, ATP luminescence, 48 h; Potency, µM (top dose mostly 46.2 µM), for inactives: at the top dose activity change, negative = growth inhibition, actives largely listed as inhibitors; 420,000 tested, 12% active; further: nearly all actives have a fitted effect of over 55% in size
#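 Cell growth measured by CellTiter-Glo luminescence after a minimum 48 h, 37 C compound exposure with 20 nM CPT in Tdp1-knockout DT40 cells stably expressing hTDP1, seeded 400/well; qHTS titration format.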
# The depositor's hits bear a star; ? = inconclusive; / = not tested or not shown; & = joins results of further samples; ! = not active in a repeat; [ ] = dose if it differs, or a comment. The call rests on the fitted dose curve; in most records, active means well fitted curve in the direction sought with a large enough effect; inconclusive means small, poorly fitted or top-dose-only effect, or another doubt; inactive means no such curve, though single readings can be large; an effect the other way counts as inactive or inconclusive. On the % scale 0 is the no-effect control and ±100 the full control effect; potency means the concentration at half of the fitted maximal effect. These rows are one share of the data (hit frequency here may not be typical).
mol | FEN1 inh | GCN5L2 inh | DT40 TDP1 CPT
CC(NC(=O)C1CCCN(C(=O)c2ccc(Cl)cc2)C1)c1cccc(C(F)(F)F)c1 (stereo unspecified) | 0% | -7% | -69%
COC(=O)C1CCN(C(=O)COC(=O)c2cc(-c3cccs3)nn2-c2ccccc2)CC1 | 4% | -1% | -22%
CCOC(=O)Cc1cc(=O)n2[nH]c(C)cc2n1 | -4% | -8% | -1%
COCc1ccc(CN2CCCC(C(=O)Nc3ccc(-c4cccc(OC)c4)cc3)C2)o1 (stereo unspecified) | -27% | -2% | ?
O=c1c2ccccc2c(-c2ccc(O)cc2)nn1-c1cccc(C(F)(F)F)c1 | -10% | -14% | 15µM*
CCOC(=O)c1sc2nc(CC(=O)OC)nc(NCCN(CC)CC)c2c1C | -1% | -10% | -21%
O=C(NNc1nc2ccccc2s1)c1ccccc1F | -2% | -5% | -25%
CC(C)(C)OC(=O)C[C@H]1C/C=C\C[C@H](CC(=O)N(CCO)Cc2ccccc2)C(=O)NC[C@H](c2ccccc2)OC1=O | -3% | 3% | 16µM*
CCCn1c(C2CC(=O)N(c3ccc(C)cc3)C2)nc2ccccc21 (stereo unspecified) | 6% | -5% | -20%
CCCN1CCN(C(=S)Nc2ccc([N+](=O)[O-])cc2)CC1 | -7% | -7% | ?
Nc1c(-c2ccc(Cl)cc2)cnc2c(-c3ccccc3)cnn12 | 0% | 1% | -25%
COC(=O)c1cn(C(=O)c2ccco2)c2ccccc12 | 8% | -6% | 8%
CCOC(=O)c1cnc2cc(C)nn2c1C | 11% | -4% | 10%
Cc1ccccc1C(=O)NC(=S)Nc1ccc(N2CCN(C(=O)c3ccccc3)CC2)cc1 | -1% | -3% | 10µM*
COc1ccc(CC(=O)OCc2csc(CC(=O)Nc3ccc(C)cc3)n2)cc1 | 16% | -9% | -21%
COC(CNC(=O)c1cc(C)nn1-c1ccccc1)OC | -9% | -10% | -15%
C/C(=N/NS(=O)(=O)c1ccc(C)cc1C)c1c[nH]c2ccccc12 | -1% | -28% | ?
NC(=O)NCC(N)C(=O)O (stereo unspecified) | / | -12% | 1%
CN(C)c1ccc(C(C(=O)NC2CCCCC2)N(Cc2ccco2)C(=O)c2snc(C(N)=O)c2N)cc1 (stereo unspecified) | -11% | -9% | ?
C[C@@H](NC(=O)[C@@H]1Cc2ccccc2CN1C(=O)OC(C)(C)C)C(=O)NC1CCCCC1 | 0% | -3% | 4%

# In another format: entries from further up.
compound: C/C(=N/NS(=O)(=O)c1ccc(C)cc1C)c1c[nH]c2ccccc12
  FEN1 inh: -1%	GCN5L2 inh: -28%	DT40 TDP1 CPT: ?

compound: CCOC(=O)Cc1cc(=O)n2[nH]c(C)cc2n1
  FEN1 inh: -4%	GCN5L2 inh: -8%	DT40 TDP1 CPT: -1%

compound: CN(C)c1ccc(C(C(=O)NC2CCCCC2)N(Cc2ccco2)C(=O)c2snc(C(N)=O)c2N)cc1 (stereo unspecified)
  FEN1 inh: -11%	GCN5L2 inh: -9%	DT40 TDP1 CPT: ?

compound: C[C@@H](NC(=O)[C@@H]1Cc2ccccc2CN1C(=O)OC(C)(C)C)C(=O)NC1CCCCC1
  FEN1 inh: 0%	GCN5L2 inh: -3%	DT40 TDP1 CPT: 4%

# Next structures follow.
mol | FEN1 inh | GCN5L2 inh | DT40 TDP1 CPT
Cc1ccc(NC(=O)c2ncn(CCCNCc3ccccc3)n2)cc1C | 14% | / | ?
CC(=O)Nc1cc(C(C)(C)C)c(O)c(C(C)(C)C)c1 | 8% | -7% | -3%
Cc1cc(Cl)ccc1OCC(=O)NCC(c1cccs1)N1CCOCC1 (stereo unspecified) | -3% | 4% | ?
CC(NC(=O)Nc1ccc([N+](=O)[O-])cc1)C(c1ccccc1)N1CCOCC1 (stereo unspecified) | -9% | -6% | -27%
COc1ccc(OC)c(-c2cc(C(=O)Nc3ccccc3C(N)=O)c3ccccc3n2)c1 | ? | / | 21µM*
O=C(NNC(=S)NC(=O)c1ccccc1Cl)c1cccc([N+](=O)[O-])c1 | -2% | 6% | ?
CCCNC(=O)NS(=O)(=O)c1cnccc1Sc1ccc(Cl)cc1 | 4% | -17% | -14%
O=C(COc1ccc(Cl)cc1)NCc1nnc(SCC(=O)Nc2ccccc2)o1 | -1% | -1% | -23%
CCOC(=O)c1oc2ccccc2c1CN1CCN(c2ccccc2)CC1 | -14% | -18% | ?
CCCCn1c(N)c(Br)c(=O)[nH]c1=O | -11% | -9% | -28%
CN1CCCC(OC(=O)c2cccc(Br)c2)C1 (stereo unspecified) | 2% | -2% | -4%
Cc1cccc(NCc2nc(SCC(N)=O)n[nH]2)c1 | -3% | 2% | 2%
O=C(c1cnc(N2CCN(c3ncccn3)CC2)c2ccccc12)N1CCN(c2ccccn2)CC1 | -14% | -6% | ?
COc1ccc2ccc(C(C)(C(C)=O)C(=O)OC(C)C)cc2c1 (stereo unspecified) | -4% | -12% | ?
CC(=O)c1ccc(C(=O)N2CCCC(CNC(=O)c3ccccc3Cl)C2)cc1 (stereo unspecified) | 4% | -1% | 1%
COc1cc2c(cc1OC)CN(C(=O)CCOc1ccccc1C)CC2 | 4% | -5% | ?
O=C(c1cnn(Cc2ccccc2)c1)N1CCN(S(=O)(=O)/C=C/c2ccccc2)CC1 | 5% | -1% | ?
O=C1C=C(c2cccc(CO)c2)C[C@@H](c2ccc3c(c2)OCO3)C1 | 2% | -9% | -30%
COc1ccc(/C=N/NC(=O)c2nonc2C)cc1 | 5% | -10% | 1%
O=C(CSc1ccc(C(F)(F)F)cc1[N+](=O)[O-])N1CCOCC1 | 5% | -10% | -7%
CCN(C(=O)CCS(=O)(=O)c1ccc2c(c1)oc(=O)n2C)c1ccc(OC)cc1 | -20%&22% | 1%&-4% | -1%&-23%
COc1ccc(C(=O)NCCCSc2ccccc2)cc1F | 7% | -3% | -27%
Cc1cc(C(=O)OCC(=O)Nc2ccccc2)c(C)o1 | 3% | -1% | -10%
Cc1ccc(C)c(NC(=O)COC(=O)Cn2c(C)csc2=O)c1 | 7% | -26% | -14%
O=[N+]([O-])c1cc(CN2CCCCCC2)ccc1O | -4% | -11% | 6%
Cc1ccc(C)n1-c1nnc(N2CCC(C(=O)NCc3ccc(F)cc3)CC2)s1 | -2% | -13% | ?
CCOCc1nnc(NC(=O)c2ccc(NC(C)=O)cc2)s1 | 3% | -7% | -7%
N#CCCN(C(=O)COC(=O)CCC(=O)c1cccs1)c1ccccc1 | 23% | 1% | -5%
COc1ccc(S(=O)(=O)N2CCCCCC2)cc1C(=O)N1CCCC(C(F)(F)F)C1 (stereo unspecified) | 2% | -12% | ?
COC(=O)c1c(NC(C)=O)sc(C)c1C | -6% | -6% | 13%
CCC(=O)N1CCc2cc(S(=O)(=O)NC(C(=O)NCCc3ccccc3)C(C)C)ccc21 (stereo unspecified) | -7% | -4% | -21%
O=C(c1cc(C(F)(F)F)cc(C(F)(F)F)c1)N1CCC2(CCCN(c3ccccn3)C2)CC1 | / | -12% | ?
COc1cccc(-c2ccc3ncnc(NCc4cccs4)c3c2)c1 | -16% | -10%&-6%&-11% | ?
C=CCCCCCCCCC(=O)NNC1=CC(=O)CC(C)(C)C1 | 2% | -6% | ?
CC(C)CC(=O)Nc1nnc(S(=O)(=O)N(C)c2ccc(Cl)cc2)s1 | 5%&-1% | 3%&1% | 0.15µM*!
NC(=O)Cn1c(=O)n(Cc2ccccc2)c(=O)c2cccnc21 | -13% | 12% | -2%
CCC(Cc1ccccc1)NC(=O)C1=C(C)C(=O)OC12CCC(C)CC2 (stereo unspecified) | -4% | -7% | -1%
O=C(c1coc(=O)c(Br)c1)N1CCCc2ccccc21 | ? | -17% | 1.8µM*
O=C(NCC1CCCO1)c1cc2c(s1)CCC2 (stereo unspecified) | 4% | 3% | -7%
O=C(CC1NCCNC1=O)Nc1cccc(F)c1 (stereo unspecified) | 11% | -2% | -2%
COC(=O)c1ccccc1NC(=O)c1cc(C)nc2c1c(C)nn2-c1ccc(C)cc1 | -2% | -21% | 0%
CCCCNC(=S)NC(=O)c1ccc([N+](=O)[O-])cc1 | -8% | -3% | ?
COc1ccc(/C=N/NC(=O)c2ccc(COCC(F)(F)C(F)F)cc2)cc1 | -9% | -7% | 6%
COc1cccc(NC(=O)c2oc3ccc(S(=O)(=O)N4CCCCCC4)cc3c2C)c1 | 3% | -5% | 18µM*
Clc1ccc(Cl)c(-c2nc(-c3ccncc3)no2)c1 | 8% | -10% | 24%
C=CCNC(=O)CSCc1ccc(Br)cc1 | -1% | -4% | 0%
CC(=O)Nc1cccc(NC(=O)C2CC3CCC2C3)c1 (stereo unspecified) | -10% | 5% | 1%
O=c1c(-c2cccs2)nc2cnc(N3CCNCC3)nc2n1-c1ccccc1 | / | ? | ?
CN1CCN(NC(=O)COc2cccc(C(F)(F)F)c2)CC1 | 2% | 3% | -7%
CCCc1cc2c(=O)c(-c3ccc4c(c3)OCCO4)coc2cc1OS(C)(=O)=O | -3% | -6% | ?
COc1ccc(/C=C/c2nnc(NC(=O)COc3cccc(C)c3)s2)cc1 | -6% | -9% | ?
COc1ccc(CCN(C)CC(O)COC(c2ccc(F)cc2)c2ccc(F)cc2)cc1OC (stereo unspecified) | 4% | -16% | 16µM*
CC(C)CNC(=O)c1cc(-c2ccc(Br)cc2)on1 | -17% | -13% | -10%
COc1cccc(/C=N/NC(=O)c2ccc(COc3ccc(Cl)cc3Cl)o2)c1 | 1% | 5% | -10%
O=C(CN1C(=O)C2C3C=CC(C3)C2C1=O)OCC(=O)c1ccccc1 (stereo unspecified) | -4% | -4% | 9%
CCNC(=O)Cn1c(-c2cccs2)cc2ccccc21 | -7% | -7% | ?
CC1CCN(C(=O)C2CCN(C(=O)c3ccc(C(C)(C)C)cc3)CC2)CC1 | 0% | 1% | -15%
Nc1nc(SCC(=O)Nc2ccccc2C(F)(F)F)[nH]c(=O)c1-c1ccccc1 | -3% | -2% | 0%
O=S(=O)(Nc1ccncc1)c1ccc(Cl)c(Cl)c1 | 7% | -10% | -8%
CSCCC(NC(=O)c1ccc([N+](=O)[O-])cc1Cl)C(=O)OCC(=O)N1CCN(C(C)=O)CC1 (stereo unspecified) | -4% | -1% | -1%

# Copied from the entries so far, 4 compounds:
mol | FEN1 inh | GCN5L2 inh | DT40 TDP1 CPT
COC(=O)c1ccccc1NC(=O)c1cc(C)nc2c1c(C)nn2-c1ccc(C)cc1 | -2% | -21% | 0%
CCCCNC(=S)NC(=O)c1ccc([N+](=O)[O-])cc1 | -8% | -3% | ?
COc1ccc(/C=N/NC(=O)c2ccc(COCC(F)(F)C(F)F)cc2)cc1 | -9% | -7% | 6%
COc1cccc(NC(=O)c2oc3ccc(S(=O)(=O)N4CCCCCC4)cc3c2C)c1 | 3% | -5% | 18µM*

# Following part.
mol | FEN1 inh | GCN5L2 inh | DT40 TDP1 CPT
CC1CCCN(C(=O)CCCC(=O)N2CCCC(C)C2)C1 (stereo unspecified) | -17% | -3% | -13%
CC1(c2ccc(O)cc2)NC(=O)N(c2ccccc2)N1 (stereo unspecified) | 11% | -9% | 33%[activator]
Cc1ccc(OCC(=O)Nc2ccc3c(c2)nc(CCN2CCC(C)CC2)n3C)cc1 | -7% | -2% | ?
CCN(CC(=O)Nc1ccc(OC)cc1)C(=O)C1CCN(C(=O)c2ccc(Cl)cc2)CC1 | -10% | 2% | 7%
Cc1ccccc1NC(=O)C1Cc2ccccc2C(=O)O1 (stereo unspecified) | 4% | -1% | -3%
CCn1c(=S)sc2c(=O)n(-c3ccccc3)c(SC)nc21 | -1% | -8% | ?
O=C(Nc1c2c(nn1-c1ccc(Cl)cc1)CS(=O)(=O)C2)c1ccccc1F | 1% | -3% | ?
COc1ccc(C2c3c(oc4ccc(Cl)cc4c3=O)C(=O)N2CCCN(C)C)cc1OC (stereo unspecified) | 10% | -1% | -15%
C=CCn1c(SCCC)nc2sc3c(c2c1=O)CCc1ccccc1-3 | 0% | -4% | ?
CCOc1ccc(N/C=C/C(=O)c2ccc(OC)c(OC)c2)cc1 | 0% | -4% | ?
CC1=C(C)C(=O)N(c2ccccn2)C1=O | 8% | -3% | 0%
OCCN1CCN(CC(O)COCc2ccc3c(c2)OCO3)CC1 (stereo unspecified) | -6% | -3% | -5%
CC1CCCCC1NC(=O)COC(=O)c1cccn1C (stereo unspecified) | -17% | -2% | 2%
COc1ccc2oc(C(=O)OCC(=O)/C(C#N)=C(\C)N)c(C)c2c1 | 19% | 2% | -5%
CN(CC(=O)Nc1ccccc1Br)C(=O)CNC(=O)c1ccc(Oc2ccccc2)cc1 | 10% | -9% | ?
CCN(CC)c1ccc(C=Nc2ccc(N(C)C)cc2)c(O)c1 | -12% | -6% | ?
CCOc1ccc(-c2cc(NC(=O)Cn3ncc4c3-c3ccccc3OC4)on2)cc1OCC | -7% | 0% | -3%
